tim23-1 inh: growth inhibitors of tim23-1 mutant yeast, primary screen, luminescence, uHTS; S. cerevisiae tim23-1 growth, BacTiter-Glo luminescence, 24 h; AID 463212, 2010; inhibition, % at 20 µM; actives 1.3% (n = 330,000);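 active = growth inhibition of the mutant yeast at or above 50%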;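 note: temperature-sensitive mutant grown at 25 °C; plate controls were DMSO-treated mutant yeast for no effect and medium wells lacking yeast for full effect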
APJ antag: antagonists of human apelin receptor APJ, primary screen, CHO-K1 cells, beta-arrestin complementation, luminescence | P35414 | inhibition, % at 20 µM | actives 0.32% (n = 330,000);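 active = inhibition above about 40% at 20 µM, limit read from the data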;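 note: cells challenged with 10 nM apelin-13 agonist together with compound; plate controls were apelin-13 plus DMSO wells for no effect and DMSO wells lacking apelin-13 for full effect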
Target sequence (P35414 whole entry, looked up): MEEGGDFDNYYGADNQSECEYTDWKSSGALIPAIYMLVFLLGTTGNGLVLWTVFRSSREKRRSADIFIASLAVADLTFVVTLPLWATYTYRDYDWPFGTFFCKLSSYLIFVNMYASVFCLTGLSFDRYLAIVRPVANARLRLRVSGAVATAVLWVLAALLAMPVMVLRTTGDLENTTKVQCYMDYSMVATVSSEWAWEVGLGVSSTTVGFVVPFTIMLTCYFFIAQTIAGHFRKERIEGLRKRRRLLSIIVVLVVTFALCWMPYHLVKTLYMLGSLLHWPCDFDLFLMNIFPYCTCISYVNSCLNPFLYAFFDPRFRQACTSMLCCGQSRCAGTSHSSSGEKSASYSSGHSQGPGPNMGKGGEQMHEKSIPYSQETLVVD
beta cell repl: inducers of MIN6 beta-cell proliferation, primary screen, ATP luminescence, uHTS; MIN6 cells proliferation, ATPlite luminescence, 48 h; cells starved in 0.2% serum; 100% = growth in 10% serum; proliferation, % at 10 µM; actives 0.29% (n = 330,000);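 active = compounds whose signal lies at least 3.5 SD above the mean of all wells on their plate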;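 note: 0% = DMSO-treated cells in low-serum medium and 100% = 10% serum control; some compounds called inactive have numbers as strong as hits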
TIM10 inh: growth inhibitors of isogenic TIM10 control yeast, primary screen, counter-screen for tim10-1 yeast inhibitor project, luminescence, uHTS. actives 1.4% (n = 330,000). AID 463195, 2010. inhibition, % at 10 µM. S. cerevisiae TIM10 strain growth, BacTiter-Glo luminescence, 24 h;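 active = inhibition of 40% or more at the single tested concentration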;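 note: wild-type TIM10 isogenic control strain grown at permissive 25 °C; 0% = DMSO yeast wells and 100% = minimal medium wells without yeast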
GRIN3A LBD mod: binders of NR3A ligand-binding domain, primary screen, biophysical, differential scanning fluorimetry, uHTS; actives 2.5% (n = 340,000); NR3A LBD differential scanning fluorimetry, Tm shift; 0% = protein alone, 100% = glycine-bound protein; Glutamate receptor ionotropic, NMDA 3A (GRIN3A) ligand-binding domain; Tm shift relative to glycine control, % at 25 µM;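 active = melting temperature shift of at least 10% of the positive control shift, at one fixed dose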
NLRP3 yeast inh: NALP3 inflammasome inhibitors in reconstituted yeast, primary screen, luminescence, uHTS; Yeast reconstituted NLRP3/ASC/caspase-1, beta-gal luminescence, 24 h; inhibition, % at 10 µM; actives 0.39% (n = 330,000);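 active = inhibition of 50% or more; inactive = inhibition below 50%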;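 note: plate controls were induced DMSO wells for no effect and uninduced yeast grown without galactose for full effect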
APJ agonist: agonists of human apelin receptor APJ, primary screen, CHO-K1 cells, PathHunter beta-arrestin, luminescence; 0% DMSO wells, 100% apelin; activation, % at 20 µM; actives 0.11% (n = 330,000); AID 2520, 2010;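 active = activation more than six SD over the plate average, tested at 20 µM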;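 note: 0% = DMSO alone and 100% = apelin-13 at 10 nM; some results filed as inactive read as strong as hits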
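Assay system: CHO-K1 cells stably expressing ProLink-tagged human APJ and arrestin–beta-gal acceptor. Compound dosing: 20 µM single point, 1% DMSO. Times: 16-18 h seeding, 90 min dark compound exposure, 60 min detection. Detection: beta-gal luminescence. Evaluation: APJ–arrestin association signal. Controls: negative DMSO alone, positive Apelin-13 at 10 nM.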
tim10-1 inh: growth inhibitors of tim10-1 mutant yeast, primary screen, luminescence, uHTS | S. cerevisiae tim10-1 ts strain growth, BacTiter-Glo, 24 h | inhibition, % at 20 µM | actives 2.2% (n = 330,000) | AID 463190, 2010;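 active = inhibition of at least 40%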;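 note: mutant grown at 25 °C; 0% = DMSO wells with yeast and 100% = wells holding no yeast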
MPTP inh: mitochondrial permeability transition pore inhibitors, primary screen, biochemical, isolated mouse mitochondria, absorbance; inhibition, % at 10 µM; actives 1.4% (n = 360,000); Ca2+ swelling absorbance, 30 min;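 active = inhibition of 50% or more, scaled per plate between neutral and stimulator controls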;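 note: 0% = DMSO wells given calcium and 100% = 1 mM EGTA wells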
Active calls of the source: *.

The first 19 records, ahead of the listing:
SMILES	tim23-1 inh	APJ antag	beta cell repl	TIM10 inh	GRIN3A LBD mod	NLRP3 yeast inh	APJ agonist	tim10-1 inh	MPTP inh
CCN(CC)S(=O)(=O)c1c(Br)cc(C)cc1Br	28	8	3	-9	1	-5	-1	14	0.1
O=C(O)CCc1ccc(-c2ccc(F)cc2)n1Cc1ccco1	13	-17	2	13	0	-7	0	10	-0.5
CC1=C(C(=O)OC2CCCC2)C(c2coc3ccc(C)cc3c2=O)C2=C(CCCC2=O)N1 (stereo unspecified)	12	-16	-3	23	2	18	-3	26	-3.0
COc1ccc(NC(=O)c2ccc(CN3CCc4ccccc4C3)cc2)c(OC)c1	8	9	-1	-2	-1	35	-2	17	0.6
CC(C)(C)C1CCC(C(=O)Nc2cccnc2)CC1 (stereo unspecified)	28	-13	-2	0	0	5	-1	19	-1.6
CCOC(=O)N1CCC(NC(=O)C2CCN(c3ccc(N4CCOCC4)nn3)CC2)CC1	3	-4	1	4	0	12	-4	4	-1.6
CCCc1cc(=O)[nH]c(SCC(=O)Nc2ccc(C(=O)Nc3ccccc3OC)cc2)n1	11	-5	-1	-1	-2	4	-5	5	-0.1
COc1ccc(OCC(=O)Nc2ccccc2OC(F)F)cc1	30	5	2	10	0	23	-2	17	2.4
CCCS(=O)(=O)N1CCCC(C(=O)NCCc2ccccc2)C1 (stereo unspecified)	3	0	1	1	0	3	-3	0	0.9
CCCOC(=O)c1ccc(-n2nnnc2SCC(=O)N2CCCCC2)cc1	5	-51	-2	18	0	-19	1	22	5.3
CC1(C)CC(=O)C=C(NCc2cccs2)C1	-7	10	3	-7	-3	13	-3	11	2.7
COc1ccc(CN(C)C(=O)Cn2cnc3c(SC)nc(N)nc32)cc1OC	13	-7	-1	2	1	-6	-3	7	-0.4
COCCn1c(SCC(=O)c2[nH]c(C)c(C(C)=O)c2C)nc2ccccc21	7	-16	-1	-5	2	8	0	-19	4.5
Cn1c(-c2ccc(Cl)nc2)nc2ccccc21	-6	16	2	-10	2	8	-1	-1	-0.5
COCCNC(=O)c1onc(CSc2cccc(OC)c2)c1C(=O)NCCOC	9	7	-3	8	-4	5	-4	10	2.0
Cc1cc(C)nc(N2CCCC(C(=O)Nc3ccc4c(c3)OCO4)C2)n1 (stereo unspecified)	7	2	-1	13	-3	21	-2	23	0.2
O=C(Cn1nc(-c2ccccc2)c2ccccc2c1=O)Nc1ccccn1	-2	-6	0	-24	-8	24	-3	3	-3.5
Cc1cc(C(=O)OCC(=O)N2CCN(C(=O)c3ccco3)CC2)c(C)n1-c1ccc(F)cc1	8	-1	1	5	0	-26	-6	29	-1.8
CCNCCNC(=O)c1c(O)c2cccc3c2n(c1=O)CCC3	26	-3	1	20	1	53*	1	-6	-10

This part in full, from the first entry:
SMILES	tim23-1 inh	APJ antag	beta cell repl	TIM10 inh	GRIN3A LBD mod	NLRP3 yeast inh	APJ agonist	tim10-1 inh	MPTP inh
CCN(CC)S(=O)(=O)c1c(Br)cc(C)cc1Br	28	8	3	-9	1	-5	-1	14	0.1
O=C(O)CCc1ccc(-c2ccc(F)cc2)n1Cc1ccco1	13	-17	2	13	0	-7	0	10	-0.5
CC1=C(C(=O)OC2CCCC2)C(c2coc3ccc(C)cc3c2=O)C2=C(CCCC2=O)N1 (stereo unspecified)	12	-16	-3	23	2	18	-3	26	-3.0
COc1ccc(NC(=O)c2ccc(CN3CCc4ccccc4C3)cc2)c(OC)c1	8	9	-1	-2	-1	35	-2	17	0.6
CC(C)(C)C1CCC(C(=O)Nc2cccnc2)CC1 (stereo unspecified)	28	-13	-2	0	0	5	-1	19	-1.6
CCOC(=O)N1CCC(NC(=O)C2CCN(c3ccc(N4CCOCC4)nn3)CC2)CC1	3	-4	1	4	0	12	-4	4	-1.6
CCCc1cc(=O)[nH]c(SCC(=O)Nc2ccc(C(=O)Nc3ccccc3OC)cc2)n1	11	-5	-1	-1	-2	4	-5	5	-0.1
COc1ccc(OCC(=O)Nc2ccccc2OC(F)F)cc1	30	5	2	10	0	23	-2	17	2.4
CCCS(=O)(=O)N1CCCC(C(=O)NCCc2ccccc2)C1 (stereo unspecified)	3	0	1	1	0	3	-3	0	0.9
CCCOC(=O)c1ccc(-n2nnnc2SCC(=O)N2CCCCC2)cc1	5	-51	-2	18	0	-19	1	22	5.3
CC1(C)CC(=O)C=C(NCc2cccs2)C1	-7	10	3	-7	-3	13	-3	11	2.7
COc1ccc(CN(C)C(=O)Cn2cnc3c(SC)nc(N)nc32)cc1OC	13	-7	-1	2	1	-6	-3	7	-0.4
COCCn1c(SCC(=O)c2[nH]c(C)c(C(C)=O)c2C)nc2ccccc21	7	-16	-1	-5	2	8	0	-19	4.5
Cn1c(-c2ccc(Cl)nc2)nc2ccccc21	-6	16	2	-10	2	8	-1	-1	-0.5
COCCNC(=O)c1onc(CSc2cccc(OC)c2)c1C(=O)NCCOC	9	7	-3	8	-4	5	-4	10	2.0
Cc1cc(C)nc(N2CCCC(C(=O)Nc3ccc4c(c3)OCO4)C2)n1 (stereo unspecified)	7	2	-1	13	-3	21	-2	23	0.2
O=C(Cn1nc(-c2ccccc2)c2ccccc2c1=O)Nc1ccccn1	-2	-6	0	-24	-8	24	-3	3	-3.5
Cc1cc(C(=O)OCC(=O)N2CCN(C(=O)c3ccco3)CC2)c(C)n1-c1ccc(F)cc1	8	-1	1	5	0	-26	-6	29	-1.8
CCNCCNC(=O)c1c(O)c2cccc3c2n(c1=O)CCC3	26	-3	1	20	1	53*	1	-6	-10
Cc1cccc2nc(CSC(=N)N)c(Br)n12	-1	15	-1	0	-1	22	0	16	15
CC(C)CCn1c(N2CCC(C(N)=O)CC2)nc2c1c(=O)[nH]c(=O)n2C	9	-10	1	-3	-1	-11	-4	14	1.3
Cc1ccc(CNS(=O)(=O)c2c(C(=O)N3CCCCC3)c(C)n(C)c2C)cc1	9	6	2	3	0	-4	-3	10	0.1
Cc1cc(C)nc(N/N=C/c2ccccc2OCc2ccc(Br)cc2)n1	25	8	-1	34	1	22	-1	20	-0.6
O=[N+]([O-])/C(C(Cl)=C(Cl)Cl)=C(/Sc1ccccc1)N1CCCCC1	42	25	-4	26	1	19	-5	41*	2.4
Cc1nccn1CCC(=O)O	-3	-3	-1	7	-2	12	-3	-5	3.3

Next part
SMILES	tim23-1 inh	APJ antag	beta cell repl	TIM10 inh	GRIN3A LBD mod	NLRP3 yeast inh	APJ agonist	tim10-1 inh	MPTP inh
Cc1ccc2nc3c(cc2c1)c(NS(=O)(=O)c1ccccc1)nn3CC(C)C	-7	5	-2	-8	-2	15	-6	-12	-3.9
C=CCN(CC=C)CCOc1ccc2ccccc2c1	17	14	3	-15	2	11	-5	14	-2.9
Cc1[nH]c(C)c2c(=O)n(-c3ccccc3)ncc12	-11	3	-4	3	-3	4	0	-4	-0.8
C=CCOC(=O)C1=C(C)Nc2[nH]c(=O)[nH]c(=O)c2C1c1ccccc1 (stereo unspecified)	16	-13	0	16	-6	-21	-2	22	2.5
Cc1cc(NC(=O)CSc2nc(-c3ccccc3)c(C#N)c(=O)[nH]2)no1	2	10	-2	-4	0	-13	-4	0	-1.0
O=C1CS/C(=C/C(=O)c2ccccc2)N1	35	6	-2	5	1	46	-6	-25	1.1
S=C(NCCN(C1CCCCC1)C1CCCC1)Nc1cccc(Cl)c1	10	24	-6	16	-2	15	0	21	1.7
CC(=O)N1c2ccc(S(=O)(=O)NCc3ccccc3Cl)cc2CC1C (stereo unspecified)	11	2	-4	1	-1	7	-5	8	-0.8
CCOC(=O)C(C)(C)Sc1nc2c(cnn2-c2ccc(C)cc2)c(=O)[nH]1	35	-1	0	33	2	0	-4	29	1.1
COc1cc2c(cc1OC)C(C)N(C(=O)c1cc(Cl)nc(Cl)c1)CC2 (stereo unspecified)	13	8	-3	2	-1	4	-3	2	0.4
COc1cc(C(=S)N2CCCC2)ccc1OCc1ccccc1	15	-24	-5	-8	1	24	3	18	0.1
CCOC(=O)c1c(N)n[nH]c1-c1ccccc1	-18	-2	2	-7	-5	-14	-3	-1	0.6
Cc1ccc(/C=N/N2CCN(C3c4ccccc4-c4ccccc43)CC2)o1	26	17	-1	21	4	16	-3	25	2.4
COc1cc(C(=O)NC2CCCc3ccccc32)cc(OC)c1C (stereo unspecified)	-4	9	0	3	0	25	0	-14	-0.2
O=C(O)c1ccc(N2C(=O)CC(N3CCN(c4cccc(C(F)(F)F)c4)CC3)C2=O)cc1 (stereo unspecified)	0	9	-1	-7	-1	10	2	-8	-1.1
COc1ccc(CC(=O)OCC(=O)Nc2ccc3c(c2)OCCO3)cc1OC	14	17	-2	1	4	4	-3	8	3.5
Cc1ccccc1OCC(=O)Nc1ccc(N2CCOCC2)cc1N1CCOCC1	34	-11	0	15	2	8	-2	4	-0.3
Cn1c(-c2ccc(Cl)cc2)cnc1NCc1cc2c(cc1[N+](=O)[O-])OCO2	-90	-4	-4	-8	-3	0	-4	-68	3.9
O=C(COC(=O)c1ccc(Cl)cc1[N+](=O)[O-])NCc1ccco1	0	-26	1	-7	0	14	-1	-11	0.8
O=[N+]([O-])c1ccccc1CNCCCCCO	17	1	-6	-2	0	9	0	2	2.5
CCS(=O)(=O)Nc1ccc(NC(C)=O)cc1	11	5	-1	8	-1	10	-3	14	6.0
Cc1nc(C(=O)Nc2ccccc2Cl)cc2c1[nH]c1ccccc12	2	-9	-6	29	1	27	2	32	55*
C/C(CC(=O)Nc1ccccn1)=N\NC(=O)c1cnccn1	2	-8	0	2	0	21	1	-4	2.9
CCOC(=O)Cc1nnc(Nc2ccc(C(=O)NC)cc2)c2ccccc12	-4	11	0	9	-3	22	-2	13	1.9
O=C(NCc1ccco1)c1cc2n(n1)C(C(F)(F)F)CC(c1ccc(Cl)c(Cl)c1)N2 (stereo unspecified)	10	-12	-4	14	2	0	-2	2	3.4
CCN(CC)C(=O)CSc1nc2ccccc2c(=O)n1-c1cccc(OC)c1	27	-6	0	7	1	10	0	30	0.7
O=C(OCc1nc2ccsc2c(=O)[nH]1)c1ccco1	-10	18	1	-2	0	15	-6	15	-0.5
